Keap1 Nrf2 FP = Keap1-Nrf2 (human) interaction inhibition | Q14145 | Keap1 Kelch-Nrf2 peptide fluorescence polarization, 1536-well | inhibition, % at 9.4 µM | actives 0.15% (n = 340,000) | AID 504523; in the data active means inhibition above about 12%; inconclusive means no clear call, values can overlap the other calls; inactive means below about 7.3%;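 further: human Keap1 Kelch domain with fluorescein labeled Nrf2 9mer peptide probe; 0% = neutral control wells and 100% = peptide positive control; higher means more block of Keap1 binding to Nrf2 peptide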
C-LANA FP = inhibitors of KSHV LANA C-terminal domain DNA binding; inhibition, % at 9 µM; actives 0.078% (n = 340,000); MBP-C-LANA/FAM-LBS DNA binding, fluorescence polarization;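 active means highest replicate inhibition at or above 60% at 9 µM, even if other replicates fall short; inactive means all replicates below 60% inhibition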;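 further: 0% = neutral control wells and 100% = 4 µM acridine orange control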
SR-BI DiI-HDL act = enhances SR-BI lipid uptake from DiI-HDL; CHO ldlA[mSR-BI] cells, DiI-HDL uptake fluorescence, 3 h; 100 = double the neutral-control signal; actives 0.096% (n = 320,000); activation, % at 12.5 µM; AID 504775;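 active means mean replicate activation of at least 60% and every replicate at or above 60%; inconclusive means mean or all-replicate condition met, but not both; inactive means mean below 60% and not all replicates reaching 60%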;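 further: 0% = median plate neutral-control signal and 100% = twice that signal; values of inactives mirror those of a sister screen read the other way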
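system = CHO ldlA[mSR-BI] cells, LDL receptor-null, SR-BI overexpressing | medium = Ham's F12 with 0.5% BSA, HEPES 25 mM, pH 7.4 | probe or stimulus = DiI-HDL 10 µg/mL | compound dosing = single-point compound dose | incubation = compound exposure 3 h, 37 °C | technique = DiI fluorescence, bottom read | read-out = cell-associated DiI fluorescence as measure of HDL uptake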
RTF Ca sens inh = cardiac RTF calcium desensitization; IANBD-labeled cardiac RTF, Ca2+ fluorescence; inhibition, % at 7.15 µM; actives 0.12% (n = 340,000); AID 493244;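 active means inhibition above the mean inhibition of all tested compounds plus 3 SD, cut at about 17% in these data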;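 further: assay run at fixed EC70 calcium of 1.6 mM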
CAL PDZ FP-1 = human CAL PDZ-peptide interaction inhibition; inhibition, % at 20 µM; actives 0.02% (n = 330,000); Q9HD26; AID 504414; purified CAL PDZ, TMR-peptide fluorescence polarization, 1 h;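 active means highest replicate inhibition of at least 40%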;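 further: plate controls were DMSO neutral control wells for no effect and unlabeled competitor peptide control wells for full effect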
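Assay system – tagged CAL PDZ protein CerCALP, purified · Timing – 1 h at RT · Compound – single point, 20 µM · Measured by – fluorescence polarization from S- and P-plane intensities, G-factor corrected · Evaluation – inhibition from polarization loss · Probe or stimulus – TMR reporter peptide T*-PRC34 · Buffer or medium – pH 7.4 phosphate-saline buffer, reducing agent, detergent, IgG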
Rtt109 HAT inh = inhibitors of Candida albicans Rtt109/Vps75 histone acetyltransferase | inhibition, % at 34.9 µM | actives 0.16% (n = 330,000) | AID 540336 | purified Rtt109/Vps75, ThioGlo CoA-SH fluorescence, 4 h;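 active means inhibition of at least 50% in every replicate; inconclusive means best replicate reaches 50% inhibition but some replicates fall short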
Target sequence (Q5AAJ8 whole entry, looked up): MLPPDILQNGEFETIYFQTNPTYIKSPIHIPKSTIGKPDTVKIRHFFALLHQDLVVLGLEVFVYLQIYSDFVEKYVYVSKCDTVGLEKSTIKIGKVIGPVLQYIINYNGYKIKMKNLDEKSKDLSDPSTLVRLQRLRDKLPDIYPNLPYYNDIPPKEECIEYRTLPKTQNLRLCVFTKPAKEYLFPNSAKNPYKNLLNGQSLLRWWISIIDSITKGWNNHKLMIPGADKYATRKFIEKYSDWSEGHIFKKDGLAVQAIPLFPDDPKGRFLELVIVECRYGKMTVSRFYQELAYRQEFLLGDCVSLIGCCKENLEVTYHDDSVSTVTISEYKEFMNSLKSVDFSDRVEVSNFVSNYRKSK
PKA-R2B act = PKA-R2B complex activation; PKA-R2B holoenzyme dissociation, Cy5-IP20 fluorescence polarization; R2B truncated from residue 108, S112A mutant; 0% DMSO only, 100% 113 µM cGMP; activation, % at 11.4 µM; actives 0.079% (n = 340,000);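 active means activation above a cutoff set at the mean over all compounds plus 3 SD, cut at about 18% in these data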;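 further: higher means more holoenzyme dissociation and a rise in polarization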
Target sequence (P31323 whole entry, looked up, other chains not shown, the tested form may be a part): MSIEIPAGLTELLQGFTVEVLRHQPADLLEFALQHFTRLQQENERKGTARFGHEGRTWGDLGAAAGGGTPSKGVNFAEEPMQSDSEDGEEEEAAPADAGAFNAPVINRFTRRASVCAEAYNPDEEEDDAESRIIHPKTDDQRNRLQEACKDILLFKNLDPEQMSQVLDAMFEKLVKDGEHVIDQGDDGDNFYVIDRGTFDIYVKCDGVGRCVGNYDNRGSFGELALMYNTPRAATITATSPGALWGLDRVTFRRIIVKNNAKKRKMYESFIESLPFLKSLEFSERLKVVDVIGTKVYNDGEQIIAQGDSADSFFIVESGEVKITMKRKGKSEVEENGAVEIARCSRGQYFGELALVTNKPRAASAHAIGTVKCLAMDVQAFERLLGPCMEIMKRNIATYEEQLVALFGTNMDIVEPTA
RTF Ca sens act = cardiac RTF calcium sensitization. IANBD-labeled TnC RTF fluorescence at EC20 calcium; 0% EC20 calcium, 100% full calcium. P19429+P45379. activation, % at 7.2 µM. actives 0.24% (n = 340,000);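 active means activation above the mean over all tested compounds plus 3 SD, cut at about 30% in these data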;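 further: rise in fluorescence read as greater calcium sensitivity of cardiac thin filaments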
DAGLB inhibitor = diacylglycerol lipase beta (human) inhibition | HEK293T DAGLB membrane lysate, EnzChek fluorogenic substrate | inhibition, % at 5.17 µM | actives 0.059% (n = 340,000) | AID 504411; in the data active means inhibition above about 34%;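 further: 0% = enzyme with vehicle and 100% = wells lacking enzyme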
CAL PDZ FP-2 = CAL PDZ (human) peptide binding inhibition | Q9HD26 | purified CAL PDZ, TMR-peptide fluorescence polarization, 1 h | inhibition, % at 24.9 µM | actives 0.92% (n = 300,000) | AID 602252;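 active means mean inhibition of at least 30% with at least half of replicates also reaching 30%; inconclusive means no clear call, values can overlap the other calls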;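 further: 0% = DMSO neutral control and 100% = excess unlabeled competitor peptide PRC23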
Numbers without * were called inactive; ? = inconclusive; / = not tested or not shown; & = joins results of further samples; ! = not confirmed by another sample. Only part of the results is shown; the hit share may differ from the screen's.

item	canonical_smiles	Keap1 Nrf2 FP	C-LANA FP	SR-BI DiI-HDL act	RTF Ca sens inh	CAL PDZ FP-1	Rtt109 HAT inh	PKA-R2B act	RTF Ca sens act	DAGLB inhibitor	CAL PDZ FP-2
1	CN(C)Cc1c[nH]c2ccccc12	-2	0.3	10	-1	0.1	1	3	1	-1	0
2	COC(=O)C1=C(c2ccc(F)cc2OCc2ccccc2)C[C@@H]2CC[C@H]1N2C(=O)NCCN1CCOCC1	0	6.6	31	-4	0.4	-12	3	1	0	-3
3	CC(C)OP(=O)(OC(C)C)C(NCc1ccccc1)c1ccccc1 (stereo not drawn)	-1	5.2	-13	-3	0.4	15	-2	1	-2	-5
4	CCc1ccc(N2C(=O)CC(=O)NC2=O)cc1	-7	1.1	-20	-8	/	-4	-8	-2	2	0
5	CC(=O)N1N=C2C3CCN(CC3)C2C1c1ccc(Br)cc1 (stereo not drawn)	-11	-1.1	/	5	-1.5	5	-7	-3	0	-1
6	CCC(c1ccc(C)cc1)N1C(=O)C2C3CCC(O3)C2C1=O (stereo not drawn)	-4	-0.8	15	-5	-0.8	8	-7	-4	-4	/
7	CN(C)P1(N(C)C)=Nc2c(c(N)nn2C)C(c2ccccc2)=N1	-6&-2	-2.2&1.7	10&30	-6&3	-1.7&-1.0	11&-3	-2&-3	-9&4	-1&2	-5&-1
8	CCC(=NCc1ccco1)c1c(O)n(-c2ccc(Cl)cc2)c(=O)[nH]c1=O	1	0.2	-5	-4	-1.4	/	3	7	0	-1
9	CCCn1cc(CN2CCCC(C(=O)c3cccc(OC)c3)C2)c(C)n1 (stereo not drawn)	-2	-2.4	-44	-18	-2.5	1	21*	-7	1	-1
10	O=c1[nH]c(O)c(/C=C2/C=CC(c3cc(Cl)ccc3Cl)=N2)c(=O)[nH]1	9	-1.3	2	-1	-0.9	-5	-5	9	14	-6
11	O=C(COC(=O)Cc1ccccc1)Nc1nnc(-c2ccccc2)o1	4	-0.4	15	-4	-2.4	22	-7	-2	0	3
12	CC(=O)OC1C2CCC1C(N1CCCCC1)CC2 (stereo not drawn)	-6	1.8	13	-2	-0.1	-21	2	0	-2	2
13	O=c1[nH]c(=S)n(-c2ccc(Cl)cc2)c(O)c1/C=N/N1CCOCC1	-2	-0.7	16	-3	0.4	3	-5	-1	2	-4
14	COc1ccc(CN2C(=O)NC(=O)/C(=C/c3ccoc3)C2=O)cc1	-104	1.4	8	-62	0.2	5	-14	20	-21	/
15	O=c1cccc2n1CC1CC2CN(c2ncnc3c2cnn3-c2ccc(Cl)cc2)C1 (stereo not drawn)	6	0.0	/	4	-3.2	-3	8	0	3	-5
16	O=Cc1cn(Cc2c(F)cccc2Cl)nc1-c1ccccc1	0	-3.7	-2	-1	-0.1	-3	4	-4	-2	-5
17	CCCCC1(CC)COP(=O)(OCC(Cl)(Cl)Cl)OC1 (stereo not drawn)	2	0.9	3	11	0.0	6	1	1	-1	/
18	COC(=O)C(O)(c1ccc(N(C)S(=O)(=O)c2ccccc2)cc1)C(F)(F)F (stereo not drawn)	1	-0.7	14	-3	0.3	-4	1	-2	8	-4
19	CC1=NN(c2ccccc2)C(=O)/C1=C/c1c(O)[nH]c(=S)[nH]c1=O	-11	-0.2	-17	-20	-0.3	-4	13	5	1	-1
20	COc1ccc(N=Cc2c(O)n(C)c(=O)n(C)c2=O)cc1	-3	-0.4	16	-2	-1.2	7	-1	-1	0	3
21	CCCNC(=O)N1[C@H]2CC[C@@H]1C(C(=O)OC)=C(c1ccc3ccccc3c1)C2	1	3.7	13	-7	-0.9	10	1	-5	-11	-1
22	COC(=O)C1=C(c2ccc(F)cc2OCc2ccccc2)C[C@@H]2CC[C@H]1N2C(=O)NCc1ccccc1Cl	-2	0.4	-29	-4	0.9	-10	0	-2	-10	-1
23	Cc1cc(C)c(NC2=NCCCS2)c(C)c1	0	1.0	25	-2	/	-3	-2	-2	3	-3
24	COc1ccc(-c2cc(C(=O)N3CCC4(CC3)OCCO4)c3ccccc3n2)cc1	3	-1.6	-11	3	-2.4	5	-9	-11	-4	-3
25	Cc1nc2cc(C(=O)N3CCC4(CC3)OCCO4)ccc2n1-c1cccc(F)c1	-6	-2.0	3	0	-0.3	-14	-3	4	3	-1
26	Clc1cccc(N2CCNCC2)c1	3	-2.5	16	4	-0.8	6	7	4	-1	-3
27	C/C(=N/O)c1ccc2ccc3ccccc3c2c1	2	-1.1	18	-3	-1.3	-2	2	-7	-7	-3
28	CN(C)C1(CNC(=O)Cc2ccccc2F)CCCCC1	3	0.7	-17	-9	/	4	-1	-9	0	-6
29	CCCCCCCCCCOC(=O)CCN1CC1	-1	-2.6	4	5	-1.6	0	-3	2	0	-2
30	CNC(=S)NC1CC2CCCC(C1)N2CC(C)C (stereo not drawn)	4	0.1	-26	-8	0.5	5	-7	0	2	8
31	O=C1NC2C(O)C(O)C(O)C(O)C2c2cc3c(c(O)c21)OCO3 (stereo not drawn)	0	/	-22	-5	-1.1	-10	-1	8	-3	2
32	c1ccc2c(c1)[IH]c1ccccc1-2	-4	0.5	13	9	-5.7	-9	-5	0	0	/
33	CCOP(=O)(OCC)c1cc(C)c(O)c(C(C)(C)C)c1	-8	-0.7	/	-10	-1.4	-10	2	-7	0	-8
34	O=C(O)[C@H]1C[C@@H]1[C@H](NP(=O)(c1ccccc1)c1ccccc1)c1ccccc1	-5	0.6	18	-7	0.3	8	5	0	3	-2
35	CCCCC(=O)N/N=C/c1c(O)n(CCCC)c(=S)[nH]c1=O	0	-0.4	13	2	-1.4	5	3	4	0	/
36	Cc1ccc(/C=C2\C(=O)NC(=O)N(Cc3ccccc3Cl)C2=O)o1	-5	1.6	11	-20	-3.0	16	8	2	14	-3
37	CN1CCN2c3ccccc3CC3(C(=O)N(C)C(=O)N(C)C3=O)C2C1 (stereo not drawn)	1	-4.1	9	0	-0.7	-5	0	6	-2	/
38	CC1CN1P(=S)(c1ccccc1)N1CC1C (stereo not drawn)	2	-0.6	26	2	-0.9	-7	2	-7	-3	/
39	OCC1CN1C1CCCCC1 (stereo not drawn)	-2	-1.6	15	7	-1.1	-8	1	2	-2	-2
40	NNC(=O)c1ccc(O)cc1	-2	-0.1	20	-5	0.2	-6	-15	-2	0	-3

Exported in transposed form: part of the list above.
[35] CCCCC(=O)N/N=C/c1c(O)n(CCCC)c(=S)[nH]c1=O
[37] CN1CCN2c3ccccc3CC3(C(=O)N(C)C(=O)N(C)C3=O)C2C1 (stereo not drawn)
[22] COC(=O)C1=C(c2ccc(F)cc2OCc2ccccc2)C[C@@H]2CC[C@H]1N2C(=O)NCc1ccccc1Cl
[21] CCCNC(=O)N1[C@H]2CC[C@@H]1C(C(=O)OC)=C(c1ccc3ccccc3c1)C2

screen / no. | 35 | 37 | 22 | 21
Keap1 Nrf2 FP | 0 | 1 | -2 | 1
C-LANA FP | -0.4 | -4.1 | 0.4 | 3.7
SR-BI DiI-HDL act | 13 | 9 | -29 | 13
RTF Ca sens inh | 2 | 0 | -4 | -7
CAL PDZ FP-1 | -1.4 | -0.7 | 0.9 | -0.9
Rtt109 HAT inh | 5 | -5 | -10 | 10
PKA-R2B act | 3 | 0 | 0 | 1
RTF Ca sens act | 4 | 6 | -2 | -5
DAGLB inhibitor | 0 | -2 | -10 | -11
CAL PDZ FP-2 | / | / | -1 | -1

(list continues)
item	canonical_smiles	Keap1 Nrf2 FP	C-LANA FP	SR-BI DiI-HDL act	RTF Ca sens inh	CAL PDZ FP-1	Rtt109 HAT inh	PKA-R2B act	RTF Ca sens act	DAGLB inhibitor	CAL PDZ FP-2
41	COCc1cc(OC(=O)N(C)C)nc(-c2ccc(C)c(Cl)c2)n1	-2	0.0	-9	-5	-0.9	8	5	-4	-6	-2
42	O[C@H]1C2CCC1C(N1CCCCC1)CC2 (stereo partly drawn)	-6	2.1	6	-9	-1.1	4	6	-2	1	0
43	Cn1cc(C(=O)OCC(=O)NC2CCCCC2)c2ccccc21	-3	-1.2	4	-12	-1.0	8	-9	8	-1	-5
44	N#CCCn1cc(C(=O)Nc2ccccc2Br)c(-c2ccc3c(c2)OCCO3)n1	3	-1.3	-22	-7	-2.0	4	7	0	-1	-6
45	COc1ccc(C2SCC(=O)Nc3c2c(C)nn3C2CCOC(C)(C)C2)cc1OC (stereo not drawn)	-19	0.6	13	-6	-0.9	-9	7	0	-1	-4
46	CCCCCCn1c(O)c(C(C)=NC)c(=O)[nH]c1=O	2	-0.3	4	-6	-2.0	-6	8	4	4	-7
47	CCC1CN1P(=S)(N1CC1CC)N1CC1CC (stereo not drawn)	5	/	-6	4	0.9	8	4	-8	0	2
48	Oc1ccc2c3c1O[C@H]1[C@@H](O)CC[C@@]4(O)[C@@H](C2)N(CC2CCC2)CC[C@]314	1&2	2.4&6.0	-5&-2	7&6	0.1&0.5	-1&8	19*!	-1&-7	0&1	0&3
49	CC(=O)O[C@H]1C(=O)[C@@]2(C)C([C@H](OC(=O)c3ccccc3)[C@]3(O)C[C@H](OC(=O)[C@H](O)[C@@H](NC(=O)Cc4ccccc4)c4ccccc4)C(C)=C1C3(C)C)[C@]1(OC(C)=O)CO[C@@H]1C[C@@H]2O (stereo partly drawn)	1	-2.0	2	-1	-1.6	18	10	2	4	2
50	COc1ccc(N=Cc2c(O)n(C)c(=O)[nH]c2=O)cc1	0	0.1	21	-1	-0.2	19	4	1	1	-2
51	CCOc1ccc(-c2c(C)n(-c3ccc(OCC)cc3)c3[n+]2CCCCC3)cc1	-4	-0.6	0	1	-0.8	13	1	2	1	1
52	CC1C(c2cccs2)=[N+]([O-])C(C)(C(=O)c2ccc(Cl)cc2)N1O (stereo not drawn)	-3	-0.4	?	-8	-1.1	0	3	1	-3	3

Compound profiles, from the list above. Order of screens: Keap1 Nrf2 FP, C-LANA FP, SR-BI DiI-HDL act, RTF Ca sens inh, CAL PDZ FP-1, Rtt109 HAT inh, PKA-R2B act, RTF Ca sens act, DAGLB inhibitor, CAL PDZ FP-2
CCCCC(=O)N/N=C/c1c(O)n(CCCC)c(=S)[nH]c1=O in the list: 0, -0.4, 13, 2, -1.4, 5, 3, 4, 0, /
OCC1CN1C1CCCCC1 (stereo not drawn) in the list: -2, -1.6, 15, 7, -1.1, -8, 1, 2, -2, -2
CN(C)Cc1c[nH]c2ccccc12 in the list: -2, 0.3, 10, -1, 0.1, 1, 3, 1, -1, 0
COc1ccc(N=Cc2c(O)n(C)c(=O)[nH]c2=O)cc1 in the list: 0, 0.1, 21, -1, -0.2, 19, 4, 1, 1, -2

Bioassay records as filed in PubChem.
